Bioassay records: PubChem, National Center for Advancing Translational Sciences (NCATS)
IP6K1 inh = IP6K1 kinase inhibition; 0.81% of 140,000 active; activity change, % (series mostly up to about 58 µM); IP6K1 kinase, ADP-Glo luminescence, 2 h; hits give low values; Q92551; in the data active = activity change below about -25%
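ADP-Glo luminescence measures ADP made by human IP6K1 during a 2 h RT reaction with ATP/IP6 (mix at 1.3 mM/130 uM); top library doses 57.5 and 19.1 uM final.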
NIH3T3 tox = NIH 3T3 cell cytotoxicity; 4.3% of 94,000 active; Potency, µM (series often up to 96.7 µM), inactives show top-dose activity change, negative = cytotoxicity, usual class: inhibitors; AID 1345082; NIH 3T3 viability, CellTiter-Glo ATP luminescence, 48-72 h; also: potency is read from the fitted curve at half-maximal effect; nearly all actives have a fitted effect of over 55% in size
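Viability of NIH 3T3 cells after 48 or 72 hr compound treatment at 37 °C was assessed by CellTiter-Glo, with luminescence imaged following a 10 min room-temperature step.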
HEK293 tox = cytotoxic compounds in HEK 293 cells. Potency, µM (series often up to 115 µM), for the others: top-dose activity change, negative = cytotoxicity, most hits filed as inhibitors. AID 1345083. HEK 293 viability, ATP luminescence (CellTiter-Glo), 48-72 h. 6.6% of 94,000 active; also: potency is read from the fitted curve at half-maximal effect; nearly all actives have a fitted effect of over 60% in size
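qHTS cytotoxicity; HEK 293, 250 cells/well; compound pinned; 48 or 72 hr, 37 degree Celsius, 5% CO2, 95% humidity; CellTiter-Glo, 10 min RT; luminescence (ATP).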
FLuc inh = inhibitors of firefly (Photinus pyralis) luciferase; 2.5% of 76,000 active; purified P. pyralis luciferase, luminescence, biochemical; Potency, µM (titrated, usually from 115 µM), for the others: top-dose activity change, negative = inhibition, actives largely listed as inhibitors; AID 1347043; P08659; also: potency is read from the fitted curve at half-maximal effect; nearly all actives have a fitted effect of over 65% in size
Target sequence (P08659 whole entry, looked up): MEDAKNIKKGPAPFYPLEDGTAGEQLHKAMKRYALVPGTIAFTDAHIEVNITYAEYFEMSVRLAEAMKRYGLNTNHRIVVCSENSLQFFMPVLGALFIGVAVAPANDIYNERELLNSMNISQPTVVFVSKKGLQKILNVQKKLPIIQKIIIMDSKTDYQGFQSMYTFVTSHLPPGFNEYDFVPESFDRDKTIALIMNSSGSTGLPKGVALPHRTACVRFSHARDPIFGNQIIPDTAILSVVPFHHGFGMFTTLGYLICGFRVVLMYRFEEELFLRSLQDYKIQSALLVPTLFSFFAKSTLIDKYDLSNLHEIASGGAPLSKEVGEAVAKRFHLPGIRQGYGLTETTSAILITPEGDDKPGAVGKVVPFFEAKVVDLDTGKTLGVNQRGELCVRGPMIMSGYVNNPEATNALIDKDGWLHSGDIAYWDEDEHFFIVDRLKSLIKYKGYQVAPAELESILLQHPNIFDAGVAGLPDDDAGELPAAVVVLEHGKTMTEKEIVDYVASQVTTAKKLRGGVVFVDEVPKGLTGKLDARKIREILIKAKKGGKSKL
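Luminescence read by CCD imager after adding enzyme (10nM final) to wells holding compound, titrated in qHTS. Substrates 10uM each D-luciferin and ATP; buffer 50mM Tris acetate pH 7.5, 10mM Mg acetate, Tween-20, BSA.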
GPT2 inhibitor = GPT2 alanine aminotransferase inhibition; Q8TD30; Recombinant GPT2, coupled pyruvate oxidase/HRP Amplex Red fluorescence; Potency, µM (series often up to 57.7 µM), inactives show at the top dose activity change, negative = inhibition, most hits filed as inhibitors; 0.25% of 100,000 active; AID 1671188; also: potency is read from the fitted curve at half-maximal effect; nearly all actives have a fitted effect of over 60% in size; many of its hits are not listed in these tables
Target sequence (Q8TD30 whole entry, looked up): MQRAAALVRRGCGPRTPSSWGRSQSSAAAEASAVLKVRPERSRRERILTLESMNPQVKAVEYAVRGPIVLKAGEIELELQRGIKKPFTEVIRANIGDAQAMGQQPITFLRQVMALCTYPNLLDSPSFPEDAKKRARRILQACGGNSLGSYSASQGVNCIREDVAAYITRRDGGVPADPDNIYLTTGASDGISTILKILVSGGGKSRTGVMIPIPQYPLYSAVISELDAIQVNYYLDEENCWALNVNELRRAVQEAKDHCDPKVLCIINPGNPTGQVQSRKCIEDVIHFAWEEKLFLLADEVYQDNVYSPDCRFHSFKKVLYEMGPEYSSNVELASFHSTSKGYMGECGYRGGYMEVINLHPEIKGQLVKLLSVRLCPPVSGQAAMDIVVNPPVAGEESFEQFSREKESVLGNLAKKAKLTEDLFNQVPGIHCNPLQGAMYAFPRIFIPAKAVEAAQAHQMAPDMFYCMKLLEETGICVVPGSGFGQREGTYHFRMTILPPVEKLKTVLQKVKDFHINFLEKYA
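Recombinant GPT2 (10ng/uL) with 250uM a-KG and 2mM L-alanine, 30 min at room temperature, in HEPES pH 7.5 buffer. Pyruvate detected by pyruvate oxidase/HRP/Amplex Red fluorescence after 30 min in the dark; AOA (50uM) as positive control.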
SNCA expr inh = SNCA gene expression inhibition; HEK-293 SNCA-luciferase knock-in, luminescence, 24 h; Potency, µM (top dose mostly 57.2 µM), inactives show at the highest dose activity change, negative = inhibition, hits mostly inhibitors; 0.17% of 140,000 active; AID 1671194;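 also: potency is read from the fitted curve at half-maximal effect; plate controls were DMSO cells for no effect and cell-free wells for full effect; nearly all actives have a fitted effect of over 45% in size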
SNCA viab count = cell viability loss counter-screen; AID 1671193; 0.12% of 150,000 active; Potency, µM (highest dose often 57.1 µM), for the others: at the top dose activity change, negative = cytotoxicity, actives largely listed as cytotoxic; HEK-293-SNCA-luc viability, GF-AFC fluorescence, 24 h;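 also: potency is read from the fitted curve at half-maximal effect; 0% = DMSO-treated cells and -100% = medium-only wells without cells; nearly all actives have a fitted effect of over 30% in size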
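HEK-293-SNCA-luc cells (1500/well) plated 24 h, then exposed 24 h to a dilution series; GF-AFC added 30 min at 37C, fluorescence 405/540 nm; normalised to medium-only and DMSO wells, Hill fit.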
Starred values were filed as active, the others as inactive; i = inactive; ? = inconclusive; / = not tested or not shown; [ ] = another dose, or the depositor's remark. Unless noted, calls follow the shape of the dose curve; as a rule, active = well fitted curve in the direction sought with a large enough effect; inconclusive = small, poorly fitted or top-dose-only effect, or another doubt; inactive = no such curve, though single readings can be large; an effect the other way counts as inactive or inconclusive. Unless noted, % is scaled to controls: 0 for no effect and ±100 for the full control effect.

Assay codes: A = IP6K1 inh; B = NIH3T3 tox; C = HEK293 tox; D = FLuc inh; E = GPT2 inhibitor; F = SNCA expr inh; G = SNCA viab count
1: Cc1ccc(CN[C@@H]2CO[C@H](CNS(=O)(=O)c3ccc(C)cc3)[C@H]2O)cc1
  A: -3; B: ?; C: ?; D: -1%[172 µM]; E: i; F: 2%[87.6 µM]; G: 7%[87.6 µM]

2: NC(=O)COc1ccccc1CN(Cc1ccsc1)CC1CCCO1 (stereo not drawn)
  A: -9; B: -9%; C: -23%; D: 5%; E: 4%[11.5 µM]; F: 27%; G: -2%

3: CCC(CC)C(=O)N1CCC(O)(c2csc(CN3CCc4ccccc4C3)n2)CC1
  A: 11; B: ?; C: ?; D: 5%[172 µM]; E: 2%[88.5 µM]; F: ?; G: -6%[87.6 µM]

4: CC1=C[C@@H](CNC(=O)c2ccccc2)[C@H](C(C)C)C[C@H]1Cc1nc2ccccc2n1C
  A: 8; B: 32µM*; C: 25µM*; D: -15%[172 µM]; E: -1%[88.5 µM]; F: ?; G: 11µM*

5: Cc1ccccc1CNC(=O)CN1CCSc2ccccc21
  A: 9; B: /; C: /; D: /; E: /; F: 106%[activator]; G: 1%

6: COCCc1noc([C@@H]2CN(Cc3ccc(F)cc3)C[C@H]2CO)n1
  A: -7; B: 2%; C: i; D: 1%; E: i; F: 21%; G: -4%

7: CC(C)c1noc([C@@H]2C[C@@H](O)CN2Cc2cc3ccccc3o2)n1
  A: 6; B: -4%[174 µM]; C: -25%[172 µM]; D: -13%[172 µM]; E: -10%[88.5 µM]; F: 6%[87.6 µM]; G: 2%[87.6 µM]

8: Cc1ccccc1S(=O)(=O)N1CCN(C2CCN(CCC(C)C)C2=O)CC1 (stereo not drawn)
  A: 21; B: -22%; C: ?; D: -3%; E: i; F: -19%; G: -7%

9: COc1cccc(N2CCN(c3nc4ccc(C(=O)c5ccccc5)cc4n4c(C)nnc34)CC2)c1
  A: 14; B: /; C: /; D: /; E: /; F: 5%; G: -6%

10: COc1ccc(C(=O)N2CCCCCCN(C)C(=O)[C@@H]3CCC[C@@H]32)cn1
  A: -7; B: i; C: 1%; D: 3%; E: i; F: 10%; G: 2%

Overlap with the part before: 6 entries; new compounds follow.
Assay codes: A = IP6K1 inh; B = NIH3T3 tox; C = HEK293 tox; D = FLuc inh; E = GPT2 inhibitor; F = SNCA expr inh; G = SNCA viab count
5: Cc1ccccc1CNC(=O)CN1CCSc2ccccc21
  A: 9; B: /; C: /; D: /; E: /; F: 106%[activator]; G: 1%

6: COCCc1noc([C@@H]2CN(Cc3ccc(F)cc3)C[C@H]2CO)n1
  A: -7; B: 2%; C: i; D: 1%; E: i; F: 21%; G: -4%

7: CC(C)c1noc([C@@H]2C[C@@H](O)CN2Cc2cc3ccccc3o2)n1
  A: 6; B: -4%[174 µM]; C: -25%[172 µM]; D: -13%[172 µM]; E: -10%[88.5 µM]; F: 6%[87.6 µM]; G: 2%[87.6 µM]

8: Cc1ccccc1S(=O)(=O)N1CCN(C2CCN(CCC(C)C)C2=O)CC1 (stereo not drawn)
  A: 21; B: -22%; C: ?; D: -3%; E: i; F: -19%; G: -7%

9: COc1cccc(N2CCN(c3nc4ccc(C(=O)c5ccccc5)cc4n4c(C)nnc34)CC2)c1
  A: 14; B: /; C: /; D: /; E: /; F: 5%; G: -6%

10: COc1ccc(C(=O)N2CCCCCCN(C)C(=O)[C@@H]3CCC[C@@H]32)cn1
  A: -7; B: i; C: 1%; D: 3%; E: i; F: 10%; G: 2%

11: COCc1ccc2c(c1)c(OC(C)(C)C(=O)NC1CCC(O)CC1)nn2Cc1cccnc1 (stereo not drawn)
  A: -6; B: ?; C: -3%; D: -2%; E: i; F: -8%; G: 3%

12: COc1ccc(C(=O)N[C@@H]2C=C(C(=O)NCCC(N)=O)C[C@@H](O)[C@@H]2O)cc1
  A: -1; B: 1%[174 µM]; C: -6%[172 µM]; D: 0%[172 µM]; E: 4%[88.5 µM]; F: 8%[87.6 µM]; G: -3%[87.6 µM]

13: COCCc1noc([C@@H]2CC(F)(F)CN2C(=O)c2ncccc2F)n1
  A: -8; B: -2%; C: 2%; D: -11%; E: 1%; F: 2%; G: -9%

14: COCCc1noc([C@@H]2CN(Cc3ccc(C)o3)C[C@H]2CO)n1
  A: -9; B: -17%; C: 2%; D: -12%; E: i; F: -1%; G: -2%

15: CCOc1cc(=O)n2c(c1C(=O)Nc1ccccc1C(=O)OC)CCCC2
  A: 14; B: ?; C: ?; D: -11%; E: i; F: -1%; G: -10%

16: COc1cccc(Nc2nnc(-c3cc4ccc(O)cc4oc3=O)s2)c1
  A: 6; B: /; C: /; D: /; E: /; F: 7%; G: ?

17: CC[C@@H]([C@H](C)O)n1ncn(-c2ccc(N3CCN(c4ccc(OC[C@@H]5CO[C@@](Cn6cncn6)(c6ccc(F)cc6F)C5)cc4)CC3)cc2)c1=O
  A: 3; B: /; C: /; D: /; E: ?; F: -54%[25.6 µM]; G: -31%[23.9 µM]

18: Cn1cc(C(=O)N2CCCC(c3nnnn3C)C2)cn1 (stereo not drawn)
  A: -15; B: 4%; C: -5%; D: 0%; E: i; F: -3%; G: 6%

19: COc1ccc(-c2cccc(C(=O)NCc3ccccc3F)c2)nn1
  A: 21; B: ?; C: ?; D: /; E: /; F: /; G: /

20: COCc1ccc2c(c1)c(OC(C)(C)C(=O)N1CC(O)C1)nn2Cc1ccccc1
  A: -9; B: 100µM*; C: ?; D: 0%[172 µM]; E: -3%[88.5 µM]; F: -17%[87.6 µM]; G: -4%[87.6 µM]

| cpd | SMILES | IP6K1 inh | NIH3T3 tox | HEK293 tox | FLuc inh | GPT2 inhibitor | SNCA expr inh | SNCA viab count |
| --- | --- | --- | --- | --- | --- | --- | --- | --- |
| 21 | COc1cccc(C(=O)NC2CCCN(c3ccc4nnc(C)n4n3)C2)c1 (stereo not drawn) | -6 | ? | ? | / | / | / | / |
| 22 | CCOC(=O)c1[nH]cnc1C(=O)N(CCO)Cc1nccn1C | -16 | 2% | -5% | 1% | 0% | -14% | 9% |
| 23 | Cc1nc(C)c(C(=O)N2CCC3(CC2)CC(N(C2CC2)S(C)(=O)=O)CCO3)s1 (stereo not drawn) | 10 | -22% | -28% | 1% | 4% | -12% | 3% |
| 24 | COc1ccc(C2=NOC3(CCN([S+](=O)([O-])c4cccc(C(F)(F)F)c4)C3)C2)cc1 (stereo not drawn) | 4 | ? | ? | -4% | -8% | -16% | ? |
| 25 | c1cncc(-c2cc3c(cn2)CN(Cc2ccncc2)CCN3)c1 | -2 | -17%[138 µM] | ? | 2%[172 µM] | 1%[88.5 µM] | 10%[87.6 µM] | -3%[87.6 µM] |
| 26 | CC(=O)N1CCCc2cc(S(=O)(=O)N3CCC(C(=O)NCc4cccc(C)c4)CC3)ccc21 | 1 | / | / | / | / | 1% | 6% |
| 27 | Cc1ccc(C)c(-c2cc3c(=O)n(CCNC(=O)c4ccc(N(C)C)cc4)ccn3n2)c1 | -6 | ? | ? | -28% | i | ? | 1% |
| 28 | Cc1cccc(Nc2ncc(NC(=O)c3cccc(F)c3)c(Nc3cccc(C)c3)n2)c1 | 9 | / | / | / | / | 20% | -1% |
| 29 | CCOc1ccc(CN2C[C@@H]3C(=O)N(Cc4ccc5c(c4)OCO5)C(=O)[C@@H]3C2)cc1 | -5 | -24% | ? | 6% | 1% | -2% | -1% |
| 30 | Cc1c(Cl)cccc1-n1nc(C)c2c(C)cc(=O)n(CC(=O)N3CCCc4ccccc43)c21 | 18 | / | / | / | / | ? | ? |
| 31 | Cc1ccc(CN2CCC3(CC2)CC(c2ccccc2)C(=O)N3C)cc1F (stereo not drawn) | 2 | ? | ? | 11% | i | -29% | -7% |
| 32 | Cc1ccc(C(=O)NC2CCN(c3nccc(Nc4ccccc4Cl)n3)CC2)cc1 | -17 | -2% | 1% | / | -5% | -4% | -4% |
| 33 | COc1ccc(C(=O)N2CCC(N3Cc4cnc(C)n4C3=O)CC2)cc1 | 4 | -6% | -10% | 8% | 2% | -20% | -9% |
| 34 | COc1ccc(-n2nc(C3CCN(Cc4ccc(N(C)C)cc4)CC3)[nH]c2=O)cc1 | 7 | -28% | -21% | 4% | -2% | -26% | -4% |
| 35 | Cn1nnnc1SCCCNCc1ccc(Cl)cc1 | -4 | / | / | / | / | 2% | 11% |
| 36 | CCC1Oc2ccc(NC(=O)C3CC3)cc2CN(Cc2cc(F)cc(F)c2)C1=O (stereo not drawn) | 7 | -19% | ? | 0% | i | -7% | 3% |
| 37 | O=C(NCc1ccc(C(F)(F)F)cc1)C1CCCN(c2cn[nH]c(=O)c2)C1 (stereo not drawn) | 19 | -13% | -15% | -3% | i | -4% | -4% |
| 38 | CCNC(=O)CCc1c(C)nn(-c2ccccc2C)c1Oc1ccccc1F | -9 | ? | ? | -5% | 2% | 14% | 3% |
| 39 | CCCn1c(=O)c2sccc2n2c(CCCC(=O)Nc3ccc(Oc4ccc(Cl)cc4)cc3)nnc12 | 7 | / | / | / | / | 9% | -1% |
| 40 | O=C(c1ccc(Cl)cc1)N1CCC(n2cc(-c3ccc(OC(F)(F)F)cc3)[nH]c2=O)CC1 | -7 | ? | ? | / | i | ? | -1% |
| 41 | COc1ccc(C(=O)NCC(c2cccnc2)N2CCN(c3ccccc3OC)CC2)cc1 (stereo not drawn) | 20 | / | / | / | / | 10% | -23% |
| 42 | CCOc1ccc(C2NC(=O)N(CC(=O)N3CCCC3)C3=C2C(=O)OC3)cc1 (stereo not drawn) | -3 | i | 2% | -7% | ? | 14% | -1% |
| 43 | CCOC(=O)N1CCN(C2CCCN(Cc3cc(C)ccc3-n3cccn3)C2)CC1 (stereo not drawn) | 23 | -21% | ? | 7% | -13% | -6% | 1% |
| 44 | Cc1ccc(-n2cc3c(c2-c2ccccc2Br)c(=O)n(C)c(=O)n3C)cc1N | 1 | / | / | / | / | 10% | -35% |
| 45 | O=C(NCc1ccccc1)c1noc(-c2ccc3c(c2)OCO3)n1 | -7 | ? | ? | 40µM* | 2% | 37%[activator] | -6% |
| 46 | O=C(Cn1c(=O)n(-c2ccc(F)c(Cl)c2)c(=O)c2sc3ccccc3c21)NC1CCCC1 | -16 | / | / | / | / | -14% | -17% |

Complete entries as entered above. Values in the order: IP6K1 inh, NIH3T3 tox, HEK293 tox, FLuc inh, GPT2 inhibitor, SNCA expr inh, SNCA viab count
`Cn1nnnc1SCCCNCc1ccc(Cl)cc1` is entered as -4, /, /, /, /, 2%, 11%
`COc1cccc(C(=O)NC2CCCN(c3ccc4nnc(C)n4n3)C2)c1` (stereo not drawn) is entered as -6, ?, ?, /, /, /, /
`Cc1ccc(CN2CCC3(CC2)CC(c2ccccc2)C(=O)N3C)cc1F` (stereo not drawn) is entered as 2, ?, ?, 11%, i, -29%, -7%

This is a subset; the hit share may differ from the screen's.
